HUVEC tox TNFa – cytotoxicity in TNFa-stimulated HUVEC, primary screen, cytotoxicity control for VCAM1 expression modulator project, imaging, Hoechst nuclei count | HUVEC TNFalpha-stimulated, Hoechst cell count | AID 848, 2007 | hit rate 0.17% among 93,000 | cell count reduction, % at 2 µM;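 active means cell count reduction exceeding the screen mean by over 5 SD, scaled to untreated wells per plate, cut at about 78% in these data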;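 further: cells counted after 24 h of TNF alpha exposure following the 1 h pretreatment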
F-actin modifier – modifiers of F-actin cytoskeleton organization, primary screen, imaging, HUVEC, phalloidin staining, high-content imaging; HUVEC TNFa F-actin phalloidin imaging; inhibition, % at 2 µM; hit rate 0.18% among 91,000; AID 836, 2007;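 active means inhibition above the batch mean plus 3 SD and confirmed as a hit by visual image inspection, cut at about 30% in these data, passing the limit was not always enough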; further: strong numbers were not always called active
HUVEC tox IL1B – cytotoxicity in IL-1B stimulated HUVEC, primary screen, cytotoxicity control for IL-1B NFkB translocation project, imaging, Hoechst nuclear count, IL-1B stimulus. HUVEC cell count loss. cell count reduction, % at 2 µM. hit rate 0.41% among 94,000;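 active means cell count reduction more than 3 SD above the screen-wide mean, cut at about 70% in these data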;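 further: normalized per plate to untreated control cells as the no-loss baseline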
LYP act – LYP phosphatase activators, primary screen, biochemical, DiFMUP fluorescence, 2 µM; Tyrosine-protein phosphatase non-receptor type 22 (Homo sapiens), Q9Y2R2; recombinant LYP; 0 = plate median, 100 = signal doubled; activation, % at 2 µM; hit rate 0.11% among 96,000; AID 697, 2007;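 active means activation at 2 µM above a set limit, the mean plus 5 SD, cut at about 37% in these data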
Target sequence (Q9Y2R2 whole entry, looked up): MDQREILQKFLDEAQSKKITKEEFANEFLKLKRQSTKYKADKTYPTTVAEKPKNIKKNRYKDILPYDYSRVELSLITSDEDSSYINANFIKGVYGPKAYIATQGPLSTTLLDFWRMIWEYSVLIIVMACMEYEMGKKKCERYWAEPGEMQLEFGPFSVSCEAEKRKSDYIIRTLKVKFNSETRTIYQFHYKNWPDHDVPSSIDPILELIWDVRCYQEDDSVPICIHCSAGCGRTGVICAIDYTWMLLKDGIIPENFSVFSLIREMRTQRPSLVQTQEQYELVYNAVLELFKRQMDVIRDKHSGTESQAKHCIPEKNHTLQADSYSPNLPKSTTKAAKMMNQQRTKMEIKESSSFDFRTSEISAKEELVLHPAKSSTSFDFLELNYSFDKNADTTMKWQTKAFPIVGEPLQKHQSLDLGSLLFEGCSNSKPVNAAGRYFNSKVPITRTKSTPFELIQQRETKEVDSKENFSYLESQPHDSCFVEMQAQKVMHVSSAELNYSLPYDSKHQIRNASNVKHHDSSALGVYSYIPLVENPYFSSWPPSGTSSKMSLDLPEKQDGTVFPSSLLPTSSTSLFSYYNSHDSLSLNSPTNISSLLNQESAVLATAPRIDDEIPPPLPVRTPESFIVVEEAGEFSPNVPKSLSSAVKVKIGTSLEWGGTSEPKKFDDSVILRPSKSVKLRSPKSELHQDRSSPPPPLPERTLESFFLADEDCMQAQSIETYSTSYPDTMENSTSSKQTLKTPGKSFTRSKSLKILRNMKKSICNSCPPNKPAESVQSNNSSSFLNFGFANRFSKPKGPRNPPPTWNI
FAK inh – FAK kinase inhibitors, primary screen, biochemical; Focal adhesion kinase 1 (Homo sapiens), Q05397; biochemical FAK kinase activity assay; inhibition, %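 (tested at 7 µM)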; hit rate 0.84% among 97,000; AID 727, 2007; in the data active means inhibition above about 19%;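 further: 0% = DMSO and 100% = reference compound high control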
VCAM1 TNFa inh – inhibitors of TNFa-induced VCAM1 expression, primary screen, imaging, HUVEC, TNFa stimulus, immunofluorescence; hit rate 0.48% among 95,000; inhibition, % at 2 µM; HUVEC TNFa-induced VCAM-1 immunofluorescence, high-content imaging; AID 802, 2007;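 active means inhibition above the batch mean plus 3 SD, with images confirmed as a hit by eye, cut at about 37% in these data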;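 further: 0% = TNF-stimulated DMSO wells and 100% = unstimulated control wells; not every result past the cut was called active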
ERa SRC1 inh – ERα–SRC-1 coactivator interaction inhibitors, primary screen, biochemical, TR-FRET, ERα LBD, estradiol-bound. TR-FRET ER-alpha LBD / SRC-1 peptide. Estrogen receptor (Homo sapiens), P03372. hit rate 1.7% among 86,000. inhibition, % at 25.6 µM; in the data active means inhibition above about 50%;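 further: 0% = receptor plus peptide control and 100% = peptide only without receptor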
LYP inh 2 – PTPN22 phosphatase inhibitors, primary screen, biochemical, DiFMUP fluorescence, 2 µM; AID 640, 2007; hit rate 0.21% among 96,000; recombinant LYP catalytic domain; inhibition, % at 2 µM; Tyrosine-protein phosphatase non-receptor type 22 (Homo sapiens), Q9Y2R2;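 active means inhibition at 2 µM at or above a set limit, the screen mean plus 3 SD, cut at about 24% in these data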;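 further: 0% = DMSO with enzyme and 100% = enzyme fully blocked by orthovanadate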
Pyk2 oligo antag – antagonists of Pyk2 self-association, primary screen, Q293 cells, FERM NanoBiT luminescence, HTS; Protein-tyrosine kinase 2-beta (Homo sapiens), Q14289; stronger effect = lower value; z-score (the deposit names both 25 µM and 10 µM); hit rate 0.83% among 99,000; AID 1347419, 2020;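 active means Z-score of -3 or lower, scaled per plate to the spread of control and sample wells; inactive means z-score above -3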;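 further: negative z-score means lost luminescence so less FERM oligomerization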
* marks the source's active call; other numbers are inactive results; . = no result given; [ ] = remark or other dose.

Second line of a record: HUVEC tox TNFa	F-actin modifier	HUVEC tox IL1B	LYP act	FAK inh	VCAM1 TNFa inh	ERa SRC1 inh	LYP inh 2	Pyk2 oligo antag
(1) CCOC(=O)c1c(C)[nH]c(C(=O)COC(=O)CN2C(=O)C3CCCCC3C2=O)c1C (configuration not stated)
 : 10	-15	8	-5	-4	5	2	8	-0.28
(2) N#Cc1c(-c2ccc(Cl)cc2Cl)nc2n(c1=O)CCS2
 : 3	-19	12	-2	-1	5	20	4	-0.96
(3) O=C(CN(C(=O)Cn1nnc(-c2ccccc2F)n1)c1cccc2c1CCCC2)NCc1ccccc1
 : -20	4	-14	-9	2	4	.	7	-1.4
(4) COCCN1CCn2c(nc3cc(NC(=O)c4cccs4)ccc32)C1
 : -2	0	3	3	3	-1	74*[fluorescence artefact?]	1	-0.77
(5) CSc1nc(-c2ccc(Cl)cc2)nn1S(=O)(=O)c1ccccc1
 : -28	11	-1	1	1	-18	38	-2	0.58
(6) Cn1c(SCc2ccccc2F)nc2cccnc21
 : -19	-5	-8	7	-2	1	-7	-7	0.46
(7) O=C(CCCn1c(=S)[nH]c2ccccc2c1=O)NC1CCCC1
 : -13	0	-34	1	0	-1	-6	-3	-1.2
(8) CC(C)CC(=O)NC(NC(=S)Nc1cccc2cccnc12)C(Cl)(Cl)Cl (configuration not stated)
 : 7	1	-6	2	-2	-4	.	2	-0.19
(9) O=C(Cc1ccccc1)N/N=C/c1ccccc1OCc1ccc(Cl)cc1
 : -17	22	14	-13	1	1	.	16	-0.96
(10) O=C(CSc1ncnc2c1oc1ccccc12)NCC1CCCO1 (configuration not stated)
 : .	.	-8	2	-6	.	-14	-2	-0.32
(11) CNC(=O)CCc1nc(-c2ccc(C(C)(C)C)cc2)no1
 : -14	-8	-60	-9	7	10	-6	8	1.6
(12) Cc1cc(NC(=O)CSc2ncn(-c3ccccc3)n2)no1
 : -18	-1	10	-4	-1	11	5	4	0.57
(13) Cc1ccc(-c2c(C)c(-c3ccc(F)cc3)nc(N)c2C#N)o1
 : 18	-25	12	3	5	-28	-1	-2	-0.01
(14) CC(=O)Nc1ccc(N/C=C/C(=O)c2ccco2)cc1
 : .	11	-5	-10	1	-39	6	8	0.54
(15) O=C(O)Cn1cnc2ccccc2c1=O
 : -20	25	11	4	-1	-2	2[fluorescence artefact?]	-2	1.1
(16) Cc1cccc2nc(CSc3nncn3-c3ccccc3)cn12
 : -16	-13	21	1	5	-1	-6	0	0.06
(17) N#CCN1C(=S)N=C(Nc2cccc(Cl)c2)C12CCCCC2
 : 24	32	8	-5	0	13	2	6	0.04
(18) CCn1c(SCC(=O)Nc2ccc3c(c2)OCCO3)nnc1-c1cccs1
 : 4	3	-9	-5	0	-28	0	7	-0.1
(19) c1ccc(-n2cnnc2SCc2cn3ccsc3n2)cc1
 : -11	-3	-14	-3	3	-9	-8	4	0.31
(20) O=C(NCCO)c1ccc2c(c1)S(=O)(=O)c1ccccc1C2=O
 : -23	1	25	3	11	-1	9	-4	.
(21) Cc1ccc(CC2S/C(=N/c3ccccn3)NC2=O)cc1 (configuration not stated)
 : -33	11	-4	0	-2	12	.	-1	-0.23
(22) Cn1c(SCC(=O)N2CCCC2)nnc1-c1ccc(S(=O)(=O)N2CCCC2)cc1
 : -9	19	-18	8	2	-7	5	-3	1.8
(23) NC(CSC12CC3CC(CC(C3)C1)C2)C(=O)O (configuration not stated)
 : -19	40	-65	6	-3	16	4	-6	0.55
(24) COc1ccc(C2CC(=O)c3cnc(Nc4cc(C)cc(C)c4)nc3C2)cc1 (configuration not stated)
 : 8	-4	-8	-7	-9	6	0	8	-2
(25) CCOc1ccc(N2C(=O)NC(Cc3c[nH]c4ccccc34)C2=O)cc1 (configuration not stated)
 : .	.	-9	8	0	.	-12[fluorescence artefact?]	-4	0.66
(26) CNc1nc(-c2c[nH]c3ccccc23)cs1
 : -28	-3	1	8	2	-37	12	-6	-0.65
(27) Cn1c(=O)c2c(nc(NC3CCCCC3)n2Cc2ccccc2)n(C)c1=O
 : -63	7	0	-10	0	13	-7	6	.
(28) COc1ccc(C)cc1-n1nnnc1SCC(=O)c1ccc2c(c1)OCCO2
 : -8	-4	13	-12	6	6	10[fluorescence artefact?]	13	-1.1
(29) CCOc1ccccc1NC(=O)CSc1nnc(CNC(=O)COc2ccc(Cl)cc2)o1
 : -3	2	-2	12	1	-6	2	-16	-2
(30) CC(NC(=O)NC1CCCCC1)C(c1cccs1)N1CCN(Cc2ccccc2)CC1 (configuration not stated)
 : -14	0	2	1	-3	18	23	-4	.
(31) Cc1[nH]nc2c1C(c1ccc(OC(=O)c3ccco3)cc1)C(C#N)=C(N)O2 (configuration not stated)
 : -21	.	-49	4	-5	8	-2	-6	0.69
(32) COc1ccc2c(=O)c(N3C(=O)c4ccccc4C3=O)c(C)oc2c1
 : 8	-8	-5	0	-2	-1	.	-4	1.5
(33) c1cc(-n2cnnn2)ccc1NC1=NCCC1
 : -7	-30	-31	1	-5	13	-5	-3	-0.41
(34) CCCC(=O)NCCc1cc2cc(C)c(C)cc2[nH]c1=O
 : -13	2	41	0	1	0	-4	1	-0.44
(35) COc1ccc(S(=O)(=O)Nc2ccc(S(=O)(=O)Nc3nc(C)cc(C)n3)cc2)cc1OC
 : -33	8	-21	2	-2	7	-13	-7	0.06
(36) Nc1nc(C2C(=O)CCCC2=O)cs1
 : -12	4	0	-2	-4	5	2	5	0.83
(37) CCC(C(=O)NC1CCCC1)N(C(=O)Cn1nnc(-c2ccc(C)cc2)n1)C1CCCC1 (configuration not stated)
 : -8	11	23	-6	4	-10	-4	5	0.45
(38) Cc1ccc(S(=O)(=O)N(CC(O)CN2C(=O)NC(C)(C)C2=O)c2ccccc2)cc1 (configuration not stated)
 : -16	12	6	7	-4	-3	-11	-10	1
(39) CCC(=O)C1=C(N2CCCC2)CC(C)(C)CC1=O
 : 17	-10	2	4	-3	5	0	-3	0.81
(40) c1ccc(-c2nc(NCc3cccnc3)c3ccccc3n2)cc1
 : -10	0	-47	3	2	10	.	0	-3.7*
(41) CCOc1ccc(C(=O)NCCN(C)C)cc1
 : 16	-5	-126	6	-2	28	-6	-7	1.4
(42) O=S(=O)(Cc1ccccc1)N1CCCC(c2nc(-c3ccc(F)cc3)no2)C1 (configuration not stated)
 : -12	-23	-11	-14	-7	23	0	11	-0.43
(43) CC(=O)c1cccc(-n2nnnc2SCC(=O)Nc2ccccc2N2CCCCC2)c1
 : 15	-9	40	-8	9	7	2	7	-0.52
(44) CC(C)CCNC(=O)NC(=O)COC(=O)c1cc(S(=O)(=O)N2CCOCC2)ccc1N1CCCCC1
 : -8	19	8	3	2	18	13[fluorescence artefact?]	-2	-2.4
(45) Cc1ccc(NC(=O)CS(=O)CC(=O)Nc2ccc(N3CCOCC3)cc2)cc1Cl (configuration not stated)
 : 16	-18	-1	-8	11	-12	29	6	1.8
(46) Cc1ccc(S(=O)(=O)N2C(=O)CCC2C(=O)Nc2ccc3c(c2)OCCO3)cc1 (configuration not stated)
 : -10	3	-36	-2	2	12	0	0	0.01
(47) COc1ccc(-c2nc3c(Br)c(N)c(Br)cc3o2)cc1
 : .	.	10	2	6	.	27	-5	1.6
(48) Nc1n[nH]c(-c2ccccc2)c1-c1ccccc1
 : -24	-15	13	-1	6	18	6	-2	0.28
(49) CCOCCn1c(N2CCN(c3ccc(OC)cc3)CC2)nc2c1c(=O)[nH]c(=O)n2C
 : 5	-31	4	-9	1	-8	0	8	-0.14
(50) O=S(=O)(NCC(c1ccccc1)N1CCNCC1)c1ccc(Cl)cc1 (configuration not stated)
 : -29	11	-12	-4	-4	-2	-8	2	0.56

Continued.
Second line of a record: HUVEC tox TNFa	F-actin modifier	HUVEC tox IL1B	LYP act	FAK inh	VCAM1 TNFa inh	ERa SRC1 inh	LYP inh 2	Pyk2 oligo antag
(51) Cc1cc(C)nc(SCCC(=O)Nc2cccc3ccccc23)n1
 : -8	-23	.	-5	1	24	.	10	0.07
(52) COc1ccccc1-c1noc(-c2ccccc2C(=O)Nc2ccccc2)n1
 : .	-13	-31	5	-1	.	18	-6	-0.08
(53) O=C(N/N=C/CCc1ccccc1)c1ccccc1
 : -15	24	-28	3	-4	8	.	0	0.62
(54) O=C(CSc1ccccc1)NCc1cccnc1
 : -1	24	-32	-1	-1	-3	3	-1	-0.06
(55) O=C1CCC(=O)N1OCCCCOc1ccccc1
 : 0	-1	-17	-2	-2	14	4	1	-0.03
(56) COc1ccc2[nH]cc(C(=O)CN3CCC(C)CC3)c2c1
 : 8	-21	10	-3	3	-12	-8	0	-0.27
(57) CCOc1ccccc1NC(=O)CCCc1nc2ccccc2c(=O)[nH]1
 : -28	-6	0	2	-6	9	2	-4	-0.87
(58) O=C1CCN2C=Nc3cccc4ccc1c2c34
 : -36	6	-15	-2	18	-15	.	1	0.43
(59) O=C(c1ccco1)N1CCCSC1=Nc1ccccc1
 : 26	16	-9	3	-1	7	-4	-5	0.21
(60) COc1ccc2[nH]c(=O)c(CN(Cc3nnnn3Cc3ccco3)C3CCCCC3)cc2c1
 : -12	0	-7	8	1	-4	32	-8	0.13
(61) Cn1c(SCC(=O)N/N=C/C=C\c2ccco2)nc2ccccc21
 : -3	-10	-4	-3	2	25	.	6	-0.27
(62) CC1=C(C(=O)OC2CCCCCCC2)C(c2cc3c(cc2Br)OCO3)CC(=O)N1 (configuration not stated)
 : -8	-20	14	-1	-2	1	8	4	-0.27
(63) Cn1c(/C(C#N)=C/Nc2ccccn2)nc2ccccc21
 : -23	27	-10	1	1	0	0	-2	0.66
(64) Cc1ccc(C(=O)C(OC(=O)CNS(=O)(=O)c2ccccc2)c2ccccc2)cc1 (configuration not stated)
 : -4	-8	-12	-1	-1	-1	.	1	-0.77
(65) CS(=O)(=O)Nc1ccccc1C(=O)N1CCCC1
 : -21	4	4	5	-3	6	0[fluorescence artefact?]	-1	0.96
(66) CCOC(=O)Cc1csc(NC(=O)c2c(O)c3ccccc3n(CC(C)C)c2=O)n1
 : 56	0	31	-8	-5	-9	3	7	-0.6
(67) NC(=S)c1ccc(C(N)=S)o1
 : 5	-29	-6	-4	1	10	-4	1	-0.84
(68) CCOCCCNC(=O)C1CCN(S(=O)(=O)CC)CC1
 : -31	-4	-16	3	-4	-3	-4	-2	0.68
(69) CC(C)C(OC(=O)c1cccs1)C(=O)NCc1cccs1 (configuration not stated)
 : .	-22	28	-2	4	.	-1	1	1.4
(70) COc1cc2[nH]c(=S)n(CCN3CCOCC3)c(=O)c2cc1OC
 : -27	-14	-27	5	-4	3	-9	-10	0.14
(71) O=C(C1CCCCC1)N1CCN(S(=O)(=O)c2ccc(Br)cc2)CC1
 : -31	7	-24	1	6	-23	-1	0	0.74
(72) COc1ccc(OCCSc2nnc(-c3ccc(OC)cc3)n2N)cc1
 : 12	-17	2	-11	-1	-2	1	12	0.95
(73) CCOC(=O)Cn1nc(C)c2ccccc2c1=O
 : -5	-27	-60	2	8	-2	7	-2	0.11
(74) CC1CN(C(c2cccs2)c2sc3ncnn3c2O)CC(C)O1 (configuration not stated)
 : -16	-4	-1	25	0	6	-11	-28	.
(75) O=C1CCC(/C=C/c2ccccc2)=NN1Cc1ccc(Cl)c(Cl)c1
 : -14	7	-4	-10	1	-1	17	9	1.4
(76) O=C(COC(=O)Cn1cnc2ccccc21)Nc1ccc2c(c1)OCCO2
 : -20	-17	26	-4	-1	-29	-1[fluorescence artefact?]	4	0.91
(77) CCOc1nc(C)ccc1-c1noc(CC)n1
 : -15	4	-14	22	1	5	4	-26	0.57
